# Vif-A3F inh = qHTS for Inhibitors of Vif-A3F Interactions: qHTS. HeLa A3F-eYFP + Vif (tagged APOBEC3F with the HIV-1 protein that degrades it), YFP fluorescence increase. Potency, µM (top dose mostly 46.1 µM), without a hit: at the top dose activity, negative = active. 390,000 compounds, 0.2% hits; also: potency is read from the fitted curve at half-maximal effect; % of control where 0% means no effect; nearly all actives have a fitted effect of over 65% in size
#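 HeLa cells stably expressing Vif plus C-terminally eYFP-tagged A3F were seeded, incubated overnight at 37 deg C, dosed with compound, incubated overnight again at 37 deg C. Yellow fluorescence (Ex 488/Em 500-530) reported blocked Vif-mediated A3F-eYFP degradation.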
# TrxR1 substrate = qHTS Assay for Substrates of Mammalian Selenoprotein Thioredoxin Reductase 1 (TrxR1): qHTS; Thioredoxin reductase 1, cytoplasmic (Rattus norvegicus), O89049; purified TrxR1 substrate turnover, NADPH consumption readout; Potency, µM (doses to about 114 µM), without a hit: at the highest dose activity change, negative = substrate turnover; 390,000 compounds, 0.01% hits; also: potency is read from the fitted curve at half-maximal effect; % is scaled to controls: 0 for no effect and ±100 for the full control effect; nearly all actives have a fitted effect of over 50% in size
# Target sequence (O89049 whole entry, looked up): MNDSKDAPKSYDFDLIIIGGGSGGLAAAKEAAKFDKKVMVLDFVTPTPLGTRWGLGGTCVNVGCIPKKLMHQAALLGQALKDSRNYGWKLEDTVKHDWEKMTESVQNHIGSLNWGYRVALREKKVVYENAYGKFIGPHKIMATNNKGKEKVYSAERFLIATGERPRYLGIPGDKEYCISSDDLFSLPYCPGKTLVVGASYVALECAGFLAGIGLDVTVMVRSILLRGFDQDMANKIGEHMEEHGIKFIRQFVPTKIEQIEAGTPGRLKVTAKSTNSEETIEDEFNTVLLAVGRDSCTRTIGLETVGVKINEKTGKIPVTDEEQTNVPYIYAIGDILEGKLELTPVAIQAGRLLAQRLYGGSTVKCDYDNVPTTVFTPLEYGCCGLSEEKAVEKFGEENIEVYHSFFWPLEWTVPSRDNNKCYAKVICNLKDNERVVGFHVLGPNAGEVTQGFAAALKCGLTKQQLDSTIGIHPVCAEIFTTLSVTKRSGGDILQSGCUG
#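 Rat TrxR1, dispensed at 90 nM, was prereduced with 400 uM NADPH (final) for 5 min at ~22 deg C, then incubated with compound 15 min before 400 uM selenite. A first-read NADPH fluorescence drop versus no-compound background flagged substrates.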
# USP1-UAF1 inh = Inhibitors of USP1/UAF1: Primary Screen. AID 743255, 2014. 390,000 compounds, 0.23% hits. recombinant USP1/UAF1, Ub-Rhodamine cleavage fluorescence. Potency, µM (highest dose often 57.1 µM), without a hit: at the top dose activity change, negative = inhibition, usual class: inhibitors. Ubiquitin carboxyl-terminal hydrolase 1 (Homo sapiens), O94782; also: potency is read from the fitted curve at half-maximal effect; % is scaled to controls: 0 for no effect and ±100 for the full control effect; nearly all actives have a fitted effect of over 60% in size; inactives centre near -12
#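 1 nM enzyme complex + cpd, 15 min RT; start with Ub-Rho 150nM final; kinetic fluorescence ex 480/em 540, 6 reads q60 s. Buffer 50mM HEPES pH 7.8, 0.5mM EDTA, 0.1 mg/ml BSA, 1mM TCEP, 0.01% Tween-20.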
# mIDH1 inhibitor = qHTS for Inhibitors of mutant isocitrate dehydrogenase 1 (IDH1): qHTS; Isocitrate dehydrogenase [NADP] cytoplasmic (Homo sapiens), O75874; IDH1-R132H enzyme, NADPH consumption, diaphorase/resazurin fluorescence; Potency, µM (series often up to 76.6 µM), inactives show at the highest dose activity change, negative = inhibition, hits mostly inhibitors; 390,000 compounds, 0.093% hits; also: potency is read from the fitted curve at half-maximal effect; % is scaled to controls: 0 for no effect and ±100 for the full control effect; nearly all actives have a fitted effect of over 65% in size
#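 IDH1-R132H (0.5 ug/mL dispensed) in pH 7.5 Tris buffer was preincubated 30 min with compound, then given a substrate mix of 0.016 mM NADPH and 2 mM alpha-KG for 80 min at room temperature; remaining NADPH was read by diaphorase/resazurin fluorescence.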
# LDHA block = qHTS assay for inhibitors of human lactate dehydrogenase; L-lactate dehydrogenase A chain (Homo sapiens), P00338; purified LDHA, NADH/diaphorase-resazurin fluorescence; active compounds read low; activity change, % (values are at about 110 or 230 µM); 480,000 compounds, 0.15% hits; in the data active = activity change below about -30%; inconclusive = mostly about -25% to -30%;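 also: plate controls were DMSO wells for no effect and wells without enzyme for full effect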
#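 Human LDH5 at 2 nM final in Tris HCl pH 7.4 with 0.06 mM NADH and 0.2 mM pyruvate, reacted 5 minutes at room temperature. Remaining NADH coupled via diaphorase/resazurin; resorufin fluorescence read at 0 and 20 minutes, normalized to enzyme-free and DMSO wells.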
# Vif-APOBEC3G blk = qHTS for Inhibitors of Vif-A3G Interactions: qHTS; DNA dC->dU-editing enzyme APOBEC-3G (Homo sapiens), Q9HC16; Potency, µM (series often up to 46.1 µM), for the others: at the highest dose activity, negative = active, actives largely listed as inhibitors; 410,000 compounds, 0.076% hits; HeLa A3G-eYFP + Vif (tagged APOBEC3G with the HIV-1 protein that degrades it), YFP fluorescence, overnight;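 also: potency is read from the fitted curve at half-maximal effect; % is scaled to controls: 0 for no effect and ±100 for the full control effect; nearly all actives have a fitted effect of over 60% in size; hits raise eYFP signal because A3G escapes Vif-driven loss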
#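 Read-out is eYFP fluorescence (Ex 488/Em 500-530) from Vif-expressing HeLa A3G-eYFP cells; more signal means A3G escaped Vif-mediated degradation. Cells plated overnight, compound pinned in, incubated overnight at 37 deg C.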
# RGS4 inhibitor = Inhibitors of Regulator of G Protein Signaling (RGS) 4: qHTS; Regulator of G-protein signaling 4 (Homo sapiens), P49798; Transcreener GDP fluorescence polarization, RGS4-accelerated GTP hydrolysis; Potency, µM (highest dose often 114 µM), without a hit: at the top dose activity change, negative = inhibition, usual class: inhibitors; 390,000 compounds, 0.039% hits; also: potency is read from the fitted curve at half-maximal effect; % is scaled to controls: 0 for no effect and ±100 for the full control effect; nearly all actives have a fitted effect of over 75% in size; some results filed as inactive show a strong effect at the top dose
# Target sequence (P49798 whole entry, looked up): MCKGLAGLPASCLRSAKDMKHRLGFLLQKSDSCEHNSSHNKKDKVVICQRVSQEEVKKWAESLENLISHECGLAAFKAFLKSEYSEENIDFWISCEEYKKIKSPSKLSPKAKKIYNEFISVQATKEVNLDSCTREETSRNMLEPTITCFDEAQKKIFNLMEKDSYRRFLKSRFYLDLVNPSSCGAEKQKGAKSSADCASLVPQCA
#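 MLSMR compounds (23 nl, pin-transferred) preincubated 10 min at room temperature with a 500nM (2x) first reagent, then RGS4 at 900nM (2x) plus Transcreener GDP mix added; fluorescence polarization (620/688 nm) read before and after 90 min at 30 °C.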
# TrxR1 inh = qHTS Assay for Inhibitors of Mammalian Selenoprotein Thioredoxin Reductase 1 (TrxR1): qHTS; Thioredoxin reductase 1, cytoplasmic (Rattus norvegicus), O89049; recombinant rTrxR1, NADPH fluorescence consumption, selenite substrate; AID 588453, 2011; 390,000 compounds, 1% hits; Potency, µM (series often up to 114 µM), for inactives: at the top dose activity change, negative = inhibition, usual class: inhibitors; also: potency is read from the fitted curve at half-maximal effect; % is scaled to controls: 0 for no effect and ±100 for the full control effect; nearly all actives have a fitted effect of over 65% in size
#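 Rat TrxR1 (90 nM in the dispensed reagent) was pre-reduced with 400 uM NADPH for 5 min at room temperature, then incubated with compound for 15 min. After 400 uM selenite was added, NADPH fluorescence (Ex 340/Em 450 nm) was followed for 8 min.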
# Glioma ERSR ind = qHTS for Inducers of the Endoplasmic Reticulum Stress Response (ERSR) in Human Glioma: qHTS; U87-MG GRP78 promoter luciferase reporter, 16 h; 420,000 compounds, 0.02% hits; Potency, µM, for inactives: at the top dose activation, usual class: activators; AID 602332, 2012; also: potency is read from the fitted curve at half-maximal effect; series mostly up to about 76 µM; % of control where 0% means no effect; nearly all actives have a fitted effect of over 35% in size
#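 Stably transfected U87-MG glioma cells carrying a GRP78-based luciferase sensor; 16 h compound incubation. Luminescence end-point read 10 min after Bright-Glo addition at room temperature.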
# The depositor's hits bear a star; u = inconclusive; x = not tested or not shown; [ ] = another dose, or the depositor's remark. Unless noted, calls follow the shape of the dose curve; as a rule, active = well fitted curve in the direction sought with a large enough effect; inconclusive = small, poorly fitted or top-dose-only effect, or another doubt; inactive = no such curve, though single readings can be large; an effect the other way counts as inactive or inconclusive.
SMILES,Vif-A3F inh,TrxR1 substrate,USP1-UAF1 inh,mIDH1 inhibitor,LDHA block,Vif-APOBEC3G blk,RGS4 inhibitor,TrxR1 inh,Glioma ERSR ind
COc1ccc(NS(=O)(=O)c2cc(C(=O)NNC(=O)c3ccncc3)ccc2OC)c(OC)c1,5.2%,-1.1%,4.5%,-2.6%,-4.1,-0.5%,6.8%,19.8%,-3.6%
CC1CCCN(C(=O)Cn2nnc(-c3cccnc3)n2)C1 (stereo unspecified),-1.3%,10.6%[57.1 µM],-0.9%,1.8%,-7.8,-4.1%,32.6%,1.5%,1.6%
Cc1cc(NC(=O)CSc2nnnn2-c2ccccc2F)no1,8.9%,9.7%[57.1 µM],-17.9%,5.6%,-19.6,0.1%,1.9%,17.3%[57.1 µM],-0.8%
O=C(Nc1ccccc1F)c1coc(=O)c(Br)c1,-5.3%,80.6%[activator][57.1 µM],-6.5%,0.1%,-8.1,-11.6%,-10.0%,35.3%[57.1 µM],-4.6%
c1cncc(-c2nnc(C3CCCCC3)o2)c1,-0.5%,5.7%,-18.9%,2.8%,0.0,-3.0%,5.9%,17.4%,1.0%
Cc1ccc(-n2c(COc3cccc(C)c3)n[nH]c2=S)cc1,1.9%,2.8%,-13.7%,21.1%,0.4,1.8%,-39.9%,-16.1%,-4.3%
COc1ncnc2c1ncn2CCCNCc1ccco1,1.8%,x,u,-14.0%,-11.6,0.7%,x,x,-1.0%
COc1ccc(C(=O)OC(C)CN2CCOCC2)cc1OC (stereo unspecified),3.2%,-5.0%,-4.0%,0.0%,-1.4,-0.6%,15.5%,-4.9%,-2.4%
O=C1CC(C(=O)Nc2ccccc2)C2(CCCCC2)O1 (stereo unspecified),-0.8%,-5.4%[57.1 µM],-5.7%,1.1%,-0.4,-0.1%,-22.2%[11.4 µM],9.9%[57.1 µM],-8.8%
COc1ccc2nc(N3CCN(C(=O)CS(=O)(=O)c4ccc(C)cc4)CC3)sc2c1,1.9%,-5.3%[57.1 µM],-18.3%,32.7%,-7.3,14.2%,13.9%,8.8%[57.1 µM],-0.5%
O=C(CSc1nc2ccc(Cl)cc2[nH]1)N1CCN(C(=O)c2ccco2)CC1,6.0%,6.1%,-0.3%,2.2%,1.3,-7.0%,-14.4%,15.8µM*,-4.9%
NC(=S)N/N=C/c1coc2c(ccc3ccccc32)c1=O,-0.3%,1.2%,-8.4%,0.2%,-2.7,-19.1%,-19.7%,1.1%,-1.2%
CCOC(=O)c1ccc(S(=O)(=O)N2CCN(Cc3cc4c(cc3O)OCO4)CC2)cc1,0.1%,-5.6%,-0.1%,9.7%,24.4,1.1%,-42.9%,u,4.6%
O=C(Cn1cc2c(n1)CCCC2)NCc1cccs1,4.0%,-1.9%,-1.4%,-1.3%,-4.6,-0.1%,-1.5%,22.5%,0.8%
COc1ccc(C(=O)NC(=S)N2CCN(c3ccccc3O)CC2)cc1,-6.9%,-6.8%,-24.6%,1.0%,13.7,-0.6%,u,-17.2%,1.1%
O=C(CN1C(=O)c2ccccc2S1(=O)=O)N1CCN(c2ccc(F)cc2)CC1,-7.8%,-7.9%,4.9%,13.6%,-7.2,1.1%,15.3%,3.8%,-3.2%
CCOC(=O)C1C(=O)C=C(c2ccccc2)CC1c1ccccc1 (stereo unspecified),8.3%,4.9%[57.1 µM],-15.3%,1.7%,-4.7,2.4%,0.9%,-3.1%[2.29 µM],-2.2%
COc1cccc(CNc2ncn[nH]2)c1OCc1ccccc1F,5.2%,7.1%,-15.7%,0.6%,-0.1,-0.2%,5.1%,10.1%[57.1 µM],-2.2%
COc1ccccc1CNC(=O)CSc1nc(=O)[nH]c2c1CCC2,1.6%,6.1%[57.1 µM],-3.0%,-2.2%,-2.9,2.8%,13.9%,15.0%[57.1 µM],-1.7%
Cc1ccc(Nc2nc(N)c3ccccc3n2)cc1Cl,u,7.3%,-15.1%,9.6%,0.4,-6.4%,-18.6%,16.2%,u
Cc1cccc(-c2nc3nc(C)cc(NC(C)c4ccccc4)n3n2)c1 (stereo unspecified),-10.0%,-7.7%[57.1 µM],-25.9%,15.2%,1.1,-14.5%,-16.3%,-6.5%[57.1 µM],-0.5%
CC(C)(C)n1cnc2cc(NS(=O)(=O)c3ccccc3)ccc21,-1.9%,8.5%[57.1 µM],-28.1%,-0.1%,-5.3,-3.0%,-2.5%,13.6%[57.1 µM],4.0%
CCOC(=O)CSc1nc(NC#N)nc(N(CC)CC)n1,-2.6%,3.9%,-20.0%,6.5%,-0.1,2.9%,-22.3%[11.4 µM],17.2%[57.1 µM],-5.0%
CCc1c(C)c2ccc(OC3CCCCC3=O)cc2oc1=O (stereo unspecified),-8.9%,161.9%[activator],-9.1%,0.6%,-6.7,-5.7%,6.8%,1.3%,4.2%
CCn1c(CC(=O)Nc2ccccc2C)nnc1SCC(=O)Nc1nncs1,u,-3.9%[57.1 µM],-6.0%,-4.6%,-13.6,-2.4%,2.0%,-9.3%[57.1 µM],2.7%
Cc1ccc(S(=O)(=O)N2CCN(C(=O)Cn3c(=O)oc4ccccc43)CC2)cc1,0.8%,-0.4%,-22.0%,-1.1%,-3.9,1.4%,6.8%,5.1%,4.0%
CCn1c(NCc2ccccc2NS(=O)(=O)c2ccc(C)cc2)nc2ccccc21,-15.6%,-3.9%,-9.4%,-1.2%,-3.5,-18.5%,-30.0%,4.9%,-4.2%
CS/C(=C\[N+](=O)[O-])Nc1ccc(F)cc1,-8.9%,-23.8%[57.1 µM],-18.3%,1.4%,0.7,-0.7%,-40.8%,u,-0.6%
Cc1cc(Cl)c2oc(C(=O)N(C)C(C)c3ccccn3)c(C)c2c1 (stereo unspecified),-3.0%,0.2%,-18.0%,5.0%,-0.2,2.3%,1.0%,-15.2%,7.1%
CCCCCCOC(=O)c1ccc(NC(=O)c2cc(OC)c(OC)c(OC)c2Br)cc1,1.9%,-8.1%[57.1 µM],-24.2%,6.4%,2.9,-0.8%,-26.6%,24.5%[57.1 µM],-1.4%
Cc1cn(C)c(CC(=O)Nc2ccc(F)cc2Cl)c1C(=O)O,4.2%,2.3%[57.1 µM],-10.1%,20.4%,-7.1,0.1%,2.1%,15.7%[57.1 µM],-6.2%
NS(=O)(=O)c1ccc(CNS(=O)(=O)c2ccc3ccccc3c2)cc1,-29.2%,8.0%,-19.9%,6.4%,3.2,-0.2%,-35.8%,16.2%,-4.8%
C=CC[C@@H](CC(=O)NCCO)C(=O)NC[C@H](OC(=O)[C@@H](CC=C)Cc1ccc(F)cc1)c1ccccc1,3.9%,-6.6%,-11.8%,-0.4%,-0.8,-5.9%,15.7%,10.5%[57.1 µM],-3.0%
Cc1cc(C)cc(OCC(=O)OCc2cc([N+](=O)[O-])cc3c2OCOC3)c1,-1.7%,-1.3%,-30.8%,14.4%,2.8,1.9%,8.2%,15.0%,-1.4%
C=CCNC(=O)c1ccc(NC(=O)C2=CSCCO2)cc1,-12.4%,-5.4%,-5.4%,0.3%,-13.8,1.2%,-0.5%,-0.5%,-11.4%
COc1ccc(C(=O)Nc2ccccc2N2CCCCC2)cc1[N+](=O)[O-],-22.4%,-11.0%,2.1%,-8.2%,2.1,-6.4%,34.5%,-4.0%,0.7%
COc1cc(COCC(O)CN2CCN(CCN3C(=O)c4cccc5cccc(c45)C3=O)CC2)cc(OC)c1OC (stereo unspecified),-5.8%,-3.8%,-18.0%,1.2%,2.1,0.8%,-33.4%,-2.7%,3.7%
CNC(=S)N(C)[C@H]1c2c(ccc3ccccc23)OC[C@H]1CO,10.1%,-7.7%,-12.3%,14.1%,1.3,0.5%,0.4%,-3.3%,-4.4%
CCN(CC)S(=O)(=O)c1cc(C(=O)OCC(=O)Nc2c(F)cccc2F)ccc1F,-15.8%,-11.0%,-17.0%,1.7%,-5.9,-0.4%,-7.1%,-11.3%,0.7%

# Screening results from PubChem.

# The list is partial; count on the stated rates, not on these rows.
